LYP inhibition: PTPN22 lymphoid phosphatase activity blockers – biochemical, fluorescence intensity, uHTS (AID 1779); recombinant LYP phosphatase, fluorescence intensity; higher % means a stronger effect; inhibition, % at 11.5 µM, or IC50 in µM where a hit was titrated; 0.054% of 290,000 active;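 note: plate controls were vehicle with enzyme for no effect and no enzyme for full effect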
TNAP activators: human TNAP enzyme activators, primary screen, biochemical, luminescent, no phosphate acceptor, uHTS (AID 1001) | purified TNAP, luminescent activation assay, no phosphate acceptor; higher activation fold means a stronger effect | activation fold at 20 µM; hits with a dose series show EC50 in µM | 0.03% of 200,000 active; in the data active = activation fold from about 3, or a potency from the dose series; inactive = the rest, 99 in 100 with activation fold below about 1.6; note: many of its hits are not listed in these tables
Myeloid diff MLP: promotes myeloid progenitor differentiation | ER-HoxA9 myeloid progenitors, lysozyme-GFP differentiation, flow cytometry | calls only at 10 µM | 1% of 360,000 active | AID 624256;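 active = normalized GFP-positive differentiation at or above the plate's own cutoff, the solvent-only control mean plus 3 SD; inconclusive = no clear call, values can overlap the other calls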;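 note: cells exposed to compound for four days before flow analysis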
M17LAP inhibition: P. falciparum M17LAP inhibitors, primary screen, biochemical, fluorogenic H-Leu-NHMec substrate, 1536-well (AID 1619). inhibition, % at 30 µM; hits with a dose series show IC50 in µM. 0.38% of 220,000 active. recombinant M17LAP, H-Leu-NHMec fluorogenic kinetic assay; higher % means a stronger effect;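 active = compound inhibiting the enzyme by more than half at any dose during confirmatory dose-response retesting; inconclusive = strong single-dose inhibitors picked by rank but not retested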;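 note: plate controls were full reaction with DMSO carrier for no effect and no enzyme background for full effect; strong numbers were not always called active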
XIAP displacement: small molecules displacing peptide from XIAP – biochemical, IAP family, fluorescence polarization (AID 1018); 0.007% of 200,000 active; displacement, % at 20 µM, or IC50 in µM where a hit was titrated; XIAP BIR domain, fluorescence polarization peptide displacement; higher % means a stronger effect; in the data active = displacement above about 50%; note: a part of the inactive calls stands beside numbers as strong as those of hits
PMI inhibitors: MPI enzyme activity inhibition – biochemical, fluorescence intensity, coupled assay, primary screen (AID 1209) | 0.42% of 190,000 active | purified PMI enzyme, coupled fluorescence intensity; higher % means a stronger effect | one-dose inhibition, % at 20 µM; IC50 in µM for titrated hits;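 note: plate controls were DMSO vehicle for no effect and wells lacking substrate for full effect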
P. falciparum M1AAP: malaria alanyl aminopeptidase activity blockers – biochemical, fluorogenic H-Leu-NHMec substrate, 1536-well (AID 1445); inhibition, % at 30 µM; hits with a dose series show IC50 in µM; recombinant M1AAP, H-Leu-NHMec fluorogenic kinetic assay; higher % means a stronger effect; 0.42% of 220,000 active;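 active = primary inhibition above the hit cutoff, then over 50% inhibition at one or more dose response concentrations, cut at about 23% in these data, passing the limit was not always enough; inconclusive = conflicting primary data, or primary hits not chosen for dose response; inactive = low primary inhibition, or under 50% at every dose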;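 note: plate controls were DMSO full reaction for no effect and no enzyme background for full effect; strong numbers were not always called active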
CSM14.1 death rescue: protection against thapsigargin-triggered cell killing – 384-well, CSM14.1, ATP luminescence, primary screen (AID 1222) | CSM14.1 thapsigargin-induced death rescue, ATP luminescence; higher % means a stronger effect | cellular ATP content (survival), % at 20 µM, or EC50 in µM where a hit was titrated | 190,000 tested, under 10 active;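 active = EC50 below 50 µM in the dose-response confirmation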;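 note: death triggered by thapsigargin at about 15 µM added after 2 h compound pretreatment; cell ATP read after overnight thapsigargin exposure of roughly 18 to 22 hours; normalized against plate controls of thapsigargin alone and 5% DMSO vehicle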
PMI inhibition: MPI inhibition at elevated mannose 6-phosphate – biochemical, fluorescence intensity, high mannose 6-phosphate, primary screen (AID 1220); recombinant PMI enzyme, coupled fluorescence intensity; higher % means a stronger effect; 0.66% of 190,000 active; one-dose inhibition, % at 20 µM; IC50 in µM for titrated hits
Myeloid diff MLP GFP+ MAC1+ %: recorded beside Myeloid diff MLP, whose call it bears; GFP+ MAC1+ double positive, %; measured here: differentiation confirmed by MAC1 staining
* hit, by the source's call; i = inactive; ? = inconclusive; . = not tested or not shown; + = active, no number. Cut-off read from the data, not from the text of the source, unless noted: active = inhibition above about 50%; inactive = the rest. Compounds were not picked by outcome. Share with any hit: about 2.7%.

cpd	compound	PMI inhibition	TNAP activators	PMI inhibitors	P. falciparum M1AAP	Myeloid diff MLP	M17LAP inhibition	CSM14.1 death rescue	LYP inhibition	Myeloid diff MLP GFP+ MAC1+ %	XIAP displacement
1	CCCCn1c(SCC(=O)N2CCCCC2C)nc2cc(S(N)(=O)=O)ccc21 (stereo not drawn)	0%	1	2%	-6%	i	4%	0.3%	0%	0.4	-3.6%
2	CCCOc1ccc(N2C(=O)C3ON(c4ccccc4)C(c4ccc(O)c(OC)c4)C3C2=O)cc1 (stereo not drawn)	0%	1.1	6%	2%	i	-2%	-1.0%	-4%	0.8	-5.7%
3	NC(=O)CC(NC(=O)Cc1cccc2ccccc12)c1ccc(N2CCc3ccccc3C2)c([N+](=O)[O-])c1 (stereo not drawn)	.	.	.	10%	i	3%	.	-1%	1.6	.
4	O=C(OCC(=O)N1CCc2ccccc2C1)c1cc(=O)[nH]c2ccccc12	.	.	.	0%	i	6%	.	-6%	0.6	.
5	COc1ccc(C(=O)NC2=C(C#N)CCC2)cc1OC	-1%	1.1	2%	9%	i	0%	-1.5%	1%	7.6	-2.2%
6	CC(C)(C)c1cc(N)on1	14%	1.1	8%	-5%	i	7%	-0.9%	-2%	0.7	-4.5%
7	COC(=O)C1=C(C)N(C)C(C)=C(C(=O)OC)C1c1ccc(Cl)cc1	-4%	1.1	1%	13%	i	0%	-2.8%	0%	0.5	-4.8%
8	O=C(CCCOc1ccc(Cl)cc1Cl)N1CCc2ccccc2C1	3%	1.1	6%	-2%	i	8%	2.4%	-7%	0.4	3.4%
9	Cc1n[nH]c(C)c1CS(=O)(=O)c1ccccc1	-19%	0.9	-51%	6%	i	-1%	-11%	0%	0.6	-7.9%
10	O=C(N/N=C/c1ccc(N2CCOCC2)s1)c1ccc(NS(=O)(=O)c2cccs2)cc1	.	.	.	18%	i	4%	.	-7%	0.8	.
11	CCOc1ncccc1C(=O)Nc1nnc(C2CC2)s1	-4%	1	2%	0%	i	-2%	-0.3%	1%	0.3	-3.5%
12	Cc1ccc(C(=O)CSC2=C(C#N)C(c3ccco3)CC(=O)N2)c(C)c1 (stereo not drawn)	14%	1.1	-3%	20%	i	22%	1.2%	6%	0.7	-6.7%
13	CCCCCCCC1(C)NC(=O)N(c2ccccc2)N1 (stereo not drawn)	5%	1	9%	11%	i	16%	-0.6%	-5%	4.3	-2.8%
14	COc1ccccc1C1=NOC(COC(=O)c2ccc(Br)cc2)C1 (stereo not drawn)	8%	0.9	9%	0%	i	15%	-5.3%	-2%	0.1	-4.5%
15	CSC1=C(C#N)C(c2cccs2)CC(=O)N1C (stereo not drawn)	13%	1.1	5%	.	.	.	0.0%	-3%	.	-22%

(listing goes on)
cpd	compound	PMI inhibition	TNAP activators	PMI inhibitors	P. falciparum M1AAP	Myeloid diff MLP	M17LAP inhibition	CSM14.1 death rescue	LYP inhibition	Myeloid diff MLP GFP+ MAC1+ %	XIAP displacement
16	Cc1cc([N+](=O)[O-])nn1CC(=O)N/N=C/c1ccccc1O	.	.	.	4%	i	14%	.	-8%	0.2	.
17	COc1ccc(C(=O)COC(=O)CSCc2c(C)noc2C)cc1OC	2%	1.1	1%	1%	i	4%	-1.0%	-4%	2.5	-5.4%
18	O=C(Cc1ccc(Br)cc1)N/N=C/c1ccc(-c2cccc(C(=O)O)c2)o1	.	.	.	14%	i	41%	.	-2%	0.0	.
19	Cc1nn(-c2ccccc2)c(C)c1CN	1%	1.1	1%	0%	i	1%	-1.3%	-12%	0.2	-1.4%
20	CCCCn1nnc(NC(=O)c2ccc([N+](=O)[O-])cc2Cl)n1	.	.	.	-5%	i	15%	.	-5%	0.4	.
21	O=C(CSCc1ccccc1)Nc1cccc(C(=O)Nc2ccccc2C(=O)O)c1	-4%	1.1	5%	4%	i	41%	-9.2%	-2%	6.1	-7.3%
22	COc1ccccc1C1=NN(C(=S)Nc2ccccc2)C(c2ccco2)C1 (stereo not drawn)	24%	1.1	10%	5%	i	5%	-1.1%	2%	0.8	-22%
23	O=C(Nc1cccc2ccccc12)C12CC3CC(C1)CC(n1cnc([N+](=O)[O-])n1)(C3)C2	-2%	1.1	-1%	6%	i	10%	4.6%	-9%	0.4	-2.2%
24	COc1ccc(CN(C)c2ncnc(N)n2)cc1	-13%	1	-19%	16%	i	-1%	-1.2%	-7%	0.9	-2.3%
25	COc1cccc(-c2nn(C)c3sc(C(=O)N4CCN(c5ccccn5)CC4)cc23)c1	16%	1.1	21%	7%	+	-10%	-0.2%	3%	7.6*	2.5%
26	CCCCN(C(=O)CC(c1ccccc1)c1ccccc1)c1c(N)n(CCC)c(=O)[nH]c1=O	-6%	1	-2%	4%	i	7%	1.4%	-7%	0.2	-5.6%
27	COC(=O)Cn1c(=NC(=O)c2nc3ccccc3s2)sc2cc(S(N)(=O)=O)ccc21	7%	1	14%	2%	i	-13%	-2.7%	-3%	0.5	-5.9%
28	c1ccc(-c2nnc(-c3c[nH]c4ccccc34)nc2-c2ccccc2)cc1	10%	1	18%	0%	i	-7%	6.3%	9%	0.2	-10%
29	CCCNC(=O)c1nc(C)c(C)nc1C(=O)Nc1cccc(Cl)c1	-7%	1.1	-7%	1%	i	9%	-0.6%	-6%	0.4	-1.4%
30	CCc1cc2c(=O)c(-c3nc4ccccc4n3C)coc2c(CN2CCN(C)CC2)c1O	17%	1.1	19%	7%	i	-10%	-2.9%	-2%	0.7	-4.0%

Additional records.
cpd	compound	PMI inhibition	TNAP activators	PMI inhibitors	P. falciparum M1AAP	Myeloid diff MLP	M17LAP inhibition	CSM14.1 death rescue	LYP inhibition	Myeloid diff MLP GFP+ MAC1+ %	XIAP displacement
31	CC(C)(C)N/C=C(\C#N)S(=O)(=O)c1ccc(Br)cc1	.	.	.	-3%	i	4%	.	-1%	0.7	.
32	CC1(C)CC(=O)C=C(NCc2ccccc2)C1	1%	1.1	1%	2%	i	7%	-1.5%	-8%	4.2	-1.9%
33	COc1cccc(C2CC(c3cccs3)=NN2C(=O)CSc2nc3c(cnn3-c3ccc(F)cc3)c(=O)[nH]2)c1OC (stereo not drawn)	5%	1.1	6%	-5%	i	-7%	-6.3%	-1%	0.9	-10%
34	COC(=O)c1sc2nc(C)cc(-c3ccccc3)c2c1N	-3%	1.2	0%	3%	i	3%	0.8%	2%	0.4	-3.8%
35	CCCC(=O)Nc1cccc(NC(=O)c2ccc([N+](=O)[O-])cc2Cl)c1	-5%	1.1	0%	14%	i	-5%	-1.7%	-3%	0.2	-7.2%
36	COc1cc(C(=S)N2CCC(C(N)=O)CC2)ccc1O	-1%	1	8%	18%	i	9%	.	-4%	0.8	-2.7%
37	Cc1ccccc1NC(=O)c1c(F)c(F)c(F)c(F)c1F	9%	1.1	13%	9%	.	25%	1.1%	-7%	.	-6.3%
38	COC(=O)c1ccc(COc2ccccc2/C=N/O)o1	.	.	.	-1%	i	9%	.	-3%	0.6	.
39	CNC(=S)N1C2CCC1CC(NC(=O)NC13CC4CC(CC(C4)C1)C3)C2 (stereo not drawn)	3%	1.1	2%	3%	i	7%	3.6%	-3%	7.7	-7.7%
40	Cc1ccc(OCc2nn3c(-c4ccco4)nnc3s2)cc1	8%	1	3%	1%	i	14%	-1.2%	-4%	0.7	0.1%
41	CCCN(CCC)CCNC(=O)CCC(=O)Nc1ccc2nc(N3CCN(C)CC3)cc(C)c2c1	42%	1	5%	2%	i	-12%	2.3%	-2%	0.4	-8.3%
42	Cc1cc2nnc(SCC(=O)NCc3cccs3)n2c2ccccc12	4%	1.1	6%	4%	i	2%	-2.4%	-1%	1.1	-0.3%
43	Cc1ccccc1CN(C)CC(=O)Nc1cccc(S(=O)(=O)N(C)c2ccccc2)c1	6%	1.1	7%	-2%	i	1%	1.3%	-3%	0.7	-0.5%
44	COc1ccccc1N(C)S(=O)(=O)c1ccc(Cl)c(C(=O)NC2=NCCS2)c1	14%	1	15%	2%	i	2%	0.5%	-9%	0.2	-4.2%
45	COc1cc(CN2CCC(CO)(Cc3cccc(C(F)(F)F)c3)CC2)ccc1F	.	.	.	10%	i	7%	.	-10%	0.9	.

Carrying on.
cpd	compound	PMI inhibition	TNAP activators	PMI inhibitors	P. falciparum M1AAP	Myeloid diff MLP	M17LAP inhibition	CSM14.1 death rescue	LYP inhibition	Myeloid diff MLP GFP+ MAC1+ %	XIAP displacement
46	Cc1ccc(CNC(=O)C2CCCN(Cc3cnn(-c4ccccc4)c3-n3cccc3)C2)cc1 (stereo not drawn)	0%	1	-4%	-3%	i	-4%	0.4%	-14%	1.3	-1.7%
47	Cc1ccccc1N1C(=O)[C@@H]2Cc3ccccc3CN2C1=O	3%	1.1	10%	5%	i	-3%	-0.7%	16%	0.6	-12%
48	C/C(=N\NC(=O)C(C)Nc1cccc(Cl)c1)c1ccc([N+](=O)[O-])cc1 (stereo not drawn)	2%	1	2%	8%	i	-3%	-2.7%	2%	0.6	-6.0%
49	CCc1ccc2nc(SCC(=O)NCC3CCCO3)c(C#N)cc2c1 (stereo not drawn)	.	1	.	0%	i	-4%	-0.2%	-6%	0.6	-1.6%
50	N#Cc1ccc(-c2cccnc2)nc1SCc1ccc(Cl)c(Cl)c1	5%	1.1	24%	-1%	i	2%	1.9%	2%	0.1	-1.2%
51	Cc1ccnc(NC(=O)CCCOc2ccc(Cl)cc2C)c1	7%	1.2	1%	-2%	.	-4%	-0.6%	-1%	.	-1.8%
52	O=C(NCc1ccc2c(c1)OCO2)c1cccnc1	-4%	1.1	-10%	8%	i	-11%	0.6%	-2%	0.8	-1.7%
53	COC(=O)COc1cccc(NC(=O)c2cccc(C)c2)c1	-5%	1.1	-3%	-1%	i	-3%	-1.8%	1%	0.1	-5.5%
54	Cc1cc(F)c(F)cc1C(=O)N1CCCC1	9%	1	12%	4%	i	-5%	0.6%	-12%	0.5	-11%
55	O=C(Cc1ccc(-c2ccccc2)cc1)NCc1ccccc1	-1%	1	5%	0%	?	-2%	2.9%	-8%	.	-1.5%
56	O=C1c2ccccc2C(=O)N1CCCP(=O)(O)CCc1ccccc1	-6%	1.1	1%	1%	i	7%	3.1%	-5%	1.1	-4.7%
57	O=C(Nc1ccncc1)C1(c2ccccc2)CCCC1	3%	1.1	-8%	14%	i	0%	-1.2%	-3%	0.9	-2.2%
58	COc1cc(OC)cc(C(C(=O)NC2CCCCC2)N(C(=O)c2ccno2)c2ccccc2)c1 (stereo not drawn)	-4%	1.2	-9%	-1%	i	-6%	0.6%	-2%	1.0	-5.5%
59	Cc1ccc(C)c(N2CCN(C(=O)CN(C)S(=O)(=O)c3ccc4c(c3)CCC(=O)N4)CC2)c1	0%	0.8	-6%	-1%	i	2%	0.4%	-2%	1.3	-4.5%
60	Cc1cc(/C=C2/NC(=O)NC2=O)c(C)n1-c1ccc(N2CCOCC2)cc1	16%	1	4%	7%	i	-4%	2.2%	-1%	0.2	-6.0%
61	COc1cc(C=O)ccc1OCCCOc1ccccc1[N+](=O)[O-]	1%	1.1	-2%	8%	i	1%	-1.4%	-2%	1.0	-1.2%
